Compound activity: PubChem, several laboratories
UBC9 SUMO inh: SUMOylation inhibition | P63279 | HTRF SUMOylation assay, SAE1/SAE2 + UBC9, in vitro | inhibition, % at 35 µM | hit rate 0.36% among 290,000; in the data active means inhibition above about 50%, passing the limit was not always enough; further: strong numbers were not always called active
VIM-2 inhibitor: inhibitors of Pseudomonas aeruginosa VIM-2 metallo-beta-lactamase; purified VIM-2, nitrocefin hydrolysis, epi-absorbance fluorescence; inhibition, % at 5.6 µM; hit rate 0.89% among 290,000; AID 1527;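 active means inhibition above the mean of all tested compounds plus 3 SD, cutoff set per screening run, cut at about 7.5% in these data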;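 further: red hydrolysis product quenches plate fluorescence so inhibitors raise well fluorescence; 0% = enzyme with DMSO and 100% = DMSO without enzyme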
IDE inh: cellular human IDE inhibition; P14735; HEK cells, FAbetaB cleavage, fluorescence polarization; inhibition, % at 5.59 µM; hit rate 0.41% among 320,000;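 active means percent inhibition above the average of all tested compounds plus 3 SD, set per screening campaign, cut at about 16% in these data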;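 further: IDE supplied by intact live HEK cells; FP after avidin binding of uncleaved biotin substrate so inhibition keeps polarization high; 0% = DMSO wells and 100% = 60 µM reference IDE inhibitor Ii1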
p-CIP stab down: p/CIP protein destabilization; decrease of EGFP signal, % at 10 µM; Q05BA5; AID 1984; hit rate 0.01% among 290,000; F442A p/CIP-EGFP cells, EGFP fluorescence, 16 h;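 active means EGFP signal decrease of at least 30% at 10 µM or well 3 SD below plate mean, unless failing retest; inactive means the rest, including hits failing retest or dose response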; further: some compounds called inactive have numbers as strong as hits; many of its hits are not listed in these tables
Target sequence (Q05BA5 1-1403): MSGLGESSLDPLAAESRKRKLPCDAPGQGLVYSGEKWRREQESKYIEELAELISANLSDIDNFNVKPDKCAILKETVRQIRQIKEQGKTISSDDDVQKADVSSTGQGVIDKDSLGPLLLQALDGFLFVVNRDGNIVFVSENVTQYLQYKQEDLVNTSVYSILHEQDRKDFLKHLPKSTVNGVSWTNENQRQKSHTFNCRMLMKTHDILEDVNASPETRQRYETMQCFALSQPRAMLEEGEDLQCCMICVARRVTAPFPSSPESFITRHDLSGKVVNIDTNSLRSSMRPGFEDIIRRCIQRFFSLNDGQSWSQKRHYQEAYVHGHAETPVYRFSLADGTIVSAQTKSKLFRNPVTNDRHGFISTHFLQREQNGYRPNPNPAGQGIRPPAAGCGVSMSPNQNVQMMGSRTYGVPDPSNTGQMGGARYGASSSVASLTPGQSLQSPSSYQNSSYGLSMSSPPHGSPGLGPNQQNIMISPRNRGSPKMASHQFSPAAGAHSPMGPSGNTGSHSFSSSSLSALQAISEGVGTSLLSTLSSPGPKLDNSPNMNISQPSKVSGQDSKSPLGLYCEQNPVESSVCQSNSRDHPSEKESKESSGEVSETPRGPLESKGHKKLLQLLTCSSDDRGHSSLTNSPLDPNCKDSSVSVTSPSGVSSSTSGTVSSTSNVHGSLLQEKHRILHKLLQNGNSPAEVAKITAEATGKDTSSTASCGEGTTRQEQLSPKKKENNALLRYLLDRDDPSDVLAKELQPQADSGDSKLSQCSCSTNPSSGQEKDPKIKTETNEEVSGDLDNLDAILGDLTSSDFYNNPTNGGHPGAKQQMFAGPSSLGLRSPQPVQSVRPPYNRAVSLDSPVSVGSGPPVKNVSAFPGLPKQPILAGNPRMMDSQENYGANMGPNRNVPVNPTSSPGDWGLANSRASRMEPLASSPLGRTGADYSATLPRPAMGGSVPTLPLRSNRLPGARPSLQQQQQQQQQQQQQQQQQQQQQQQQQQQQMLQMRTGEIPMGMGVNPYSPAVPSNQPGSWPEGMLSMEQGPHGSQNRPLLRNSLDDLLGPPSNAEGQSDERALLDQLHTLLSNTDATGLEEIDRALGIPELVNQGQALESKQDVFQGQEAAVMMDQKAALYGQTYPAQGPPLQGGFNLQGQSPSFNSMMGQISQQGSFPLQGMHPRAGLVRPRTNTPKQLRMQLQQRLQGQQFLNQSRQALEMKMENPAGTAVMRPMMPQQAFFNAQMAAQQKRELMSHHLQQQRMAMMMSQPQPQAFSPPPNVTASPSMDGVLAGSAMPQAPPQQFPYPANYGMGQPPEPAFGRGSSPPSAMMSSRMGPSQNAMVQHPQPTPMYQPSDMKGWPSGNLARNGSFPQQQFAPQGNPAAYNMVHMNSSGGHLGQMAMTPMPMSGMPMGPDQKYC
DNA FID counter: counter-screen for HCV NS3 helicase inhibitors: DNA intercalator displacement; AID 1845; hit rate 0.17% among 290,000; inhibition, % at 7.9 µM; DNA fluorescent intercalator displacement, fluorescence; in the data active means inhibition above about 37%;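 further: 0% = vehicle and 100% = reference compound; higher means more ethidium bromide displaced from hairpin DNA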
IDE act: IDE (human) activation, cell-based | hit rate 0.073% among 340,000 | activation, % at 5.96 µM | P14735 | HEK cells, FAbeta-B cleavage, fluorescence polarization; 0% vehicle, 100% cell-free pure enzyme wells;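 active means activation above the mean of all tested compounds plus 3 SD, set per screening campaign, cut at about 17% in these data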
IMP-1 inh: inhibitors of Pseudomonas aeruginosa IMP-1 metallo-beta-lactamase; hit rate 0.45% among 290,000; inhibition, % at 5.6 µM; purified IMP-1, nitrocefin hydrolysis, epi-absorbance fluorescence;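 active means inhibition above the mean plus 3 SD of all compounds in the same screening run, cut at about 4.5% in these data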;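 further: 0% = IMP-1 with DMSO and 100% = DMSO wells lacking enzyme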
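Test system: recombinant IMP-1 enzyme, purified / Medium: HEPES buffer pH 7.1 with ZnSO4 and Brij 35 / Doses: single dose, 5.6 µM / Times: 25 °C, 15 min preincubation, 25 min reaction / Detection: Epi-absorbance via hydrolysed-nitrocefin quenching of white-plate fluorescence, 480/530 nm, EDTA stop / Evaluation: percent inhibition from optical density relative to buffer-blank wells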
HCV NS3 hel inh: inhibitors of Hepatitis C virus NS3 helicase | NS3 helicase DNA unwinding, Cy5 molecular beacon fluorescence | inhibition, % at 10.9 µM | AID 1800 | hit rate 0.56% among 290,000;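 active means inhibition above the mean of all tested compounds plus 3 SD, set per campaign, cut at about 35% in these data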;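 further: 0% = DMSO wells and 100% = thioflavine S control wells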
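System: NS3 helicase fragment of HCV / Schedule: 1 h at 25 °C / Control set: DMSO alone as 0% and 110 µM thioflavine S as 100% / Reagent: Cy5/quencher beacon DNA duplex and ATP to start / Technique: Cy5 fluorescence / Replication: singlicate / Evaluation: % inhibition of end-to-start signal ratio versus controls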
PfM18AAP inh: PfM18AAP enzyme inhibition | recombinant PfM18AAP, H-Glu-NHMec fluorogenic cleavage | inhibition, % at 7.35 µM | hit rate 1.2% among 290,000;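 active means inhibition above the campaign mean inhibition over all tested compounds plus 3 SD, cut at about 28% in these data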;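 further: 0% = plate median of test compound wells and 100% = 2 mM ZnCl2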
Starred values were filed as active, the others as inactive; / = not tested or not shown.

SMILES	UBC9 SUMO inh	VIM-2 inhibitor	IDE inh	p-CIP stab down	DNA FID counter	IDE act	IMP-1 inh	HCV NS3 hel inh	PfM18AAP inh
COCCNC(=O)/C(C#N)=C/c1ccc(OCc2ccc(F)cc2)cc1	-3	-3.0	-1	-13	-8	2	-1.8	0	1
COc1ccc(OCC(O)CNS(=O)(=O)c2cccs2)cc1 (stereo not given)	7	0.3	1	7	-2	-1	0.1	-2	-2
CCOc1ccc(C2C=C(c3ccc(C)cc3)Nc3nnnn32)cc1 (stereo not given)	-11	-3.5	6	3	-3	-49	-2.1	-7	-1
COC(=O)NC1c2ccccc2Oc2ccccc21	-2	1.2	-3	-6	-6	8	-2.8	12	4
COc1ccc(OCC(O)CN2CCNCC2)cc1 (stereo not given)	6	0.8	/	1	7	4	2.9	-6	-3
Cc1noc(NS(=O)(=O)c2ccc(N/C=C\C(=O)c3cccs3)cc2)c1C	3	-2.7	0	1	-25	2	-1.7	16	1
CCCCCOc1ccc(NC(=O)CSc2cccc3cccnc23)cc1	10	-1.3	2	-2	2	2	-2.7	-10	5
CCOC(=O)C1(CCOc2ccccc2)CCN(Cc2ccc(O)cc2)CC1	-8	-0.8	-1	6	30	2	0.3	-50	7
CNc1nc(N)c([N+](=O)[O-])c(Nc2cccc(F)c2)n1	35	-0.7	2	2	2	3	-3.2	1	-5
O=C(N/N=C/c1cccnc1)c1ccc2ccccc2c1O	-4	-1.6	/	7	-9	-2	-0.5	3	4
Cc1ccc2c(CC(=O)NC3CCCc4ccccc43)coc2c1 (stereo not given)	7	-2.1	-4	1	-21	1	-0.6	3	-4
CCOc1ccc(OCCn2c(=S)[nH]c3ccccc32)cc1	2	-1.0	/	-3	-23	-1	-2.8	-5	-4
Cn1c(=S)[nH]c2sc3c(c2c1=O)CCC(C(C)(C)C)C3 (stereo not given)	3	-4.7	0	2	-11	0	-0.7	43*	-3
NC(=O)c1ccsc1NC(=O)COC(=O)Cc1ccsc1	-7	-1.9	-1	-1	-3	-2	-1.8	-10	0
CCOc1ccc(N2C(=O)CC(N(CCc3ccc(OC)cc3)C(=O)/C=C/C(=O)O)C2=O)cc1 (stereo not given)	12	0.6	-2	-7	-35	5	-2.3	-10	-22

A few values from the entries so far.
Cn1c(=S)[nH]c2sc3c(c2c1=O)CCC(C(C)(C)C)C3 (stereo not given) @ IMP-1 inh = -0.7
Cc1ccc2c(CC(=O)NC3CCCc4ccccc43)coc2c1 (stereo not given) @ UBC9 SUMO inh = 7
Cc1noc(NS(=O)(=O)c2ccc(N/C=C\C(=O)c3cccs3)cc2)c1C @ IDE act = 2

New compounds follow
SMILES	UBC9 SUMO inh	VIM-2 inhibitor	IDE inh	p-CIP stab down	DNA FID counter	IDE act	IMP-1 inh	HCV NS3 hel inh	PfM18AAP inh
C/C(=N\NC(=S)NC1CCCCC1)c1ccc(O)cc1	-8	1.2	8	22	-5	6	-0.5	-9	-7
c1ccc(Nc2ccccc2Nc2ccccn2)nc1	69	32*	-24	-594	-1	0	50*	11	15
COc1ccc(-c2cc(CNS(=O)(=O)c3ccc(F)cc3)on2)cc1	5	-1.6	6	-6	-6	3	-1.7	-7	12
Cc1ccc(N2CCN(CCc3nc4cc(NS(C)(=O)=O)ccc4n3C)CC2)cc1	7	-2.7	8	-3	-15	-1	-2.8	-2	7
Cn1c(=O)c2c(nc(N3CCCCC3)n2CCCNC2=NCCCC2)n(C)c1=O	0	4.1	9	-9	3	2	-3.7	-5	0
CCOC(=O)C1(CCOC)CCN(Cc2cccc(OCc3ccccc3)c2)CC1	2	-4.6	2	-10	8	-1	-2.9	-15	3
COc1ccc(CCCNC(=O)C2CCC(=O)N(Cc3ccccc3F)C2)cc1 (stereo not given)	-2	0.1	6	3	-41	0	-4.0	-10	-2
COc1ccc(C(=O)/C=C/C(=O)N(Cc2ccc(F)cc2)C(C(=O)NC2CCCCC2)c2ccncc2)c(O)c1 (stereo not given)	-5	-1.6	9	-8	-27	4	-3.8	-8	-4
Cc1ccc(COc2ccc(Br)cc2/C=N/O)cc1	16	-4.8	-3	-6	-3	3	-4.2	3	6
COc1ccc(NC(=O)COC(=O)C2CC(=O)N(c3ccc(OC(C)C)cc3)C2)cc1 (stereo not given)	2	-3.1	4	3	-31	0	-5.3	-4	0
Cc1c(C(=O)Nc2nc3ccccc3[nH]2)cccc1[N+](=O)[O-]	3	-4.1	2	3	-2	9	-3.4	10	-8
Cc1ccc(OCC(=O)Oc2c(C)cccc2C)cc1C	-8	-0.3	-4	7	-17	0	-0.5	0	1
CCCCCc1nnc(NS(C)(=O)=O)s1	-10	-1.2	-2	-1	-3	2	-4.1	15	2
COc1cccc(/C=C(/C#N)c2ccc(Cl)cc2)c1OCc1cccc(C(=O)O)c1	17	-1.3	4	13	-27	1	-2.2	10	-8
Cc1cc(C2(c3cc(C)c(NC(=O)CN4CCOCC4)c(C)c3)CCCCC2)cc(C)c1NC(=O)CN1CCOCC1	-12	-4.4	0	9	-32	/	-2.4	-5	1
COc1ccc(CCN(C(=O)c2snc(C(N)=O)c2N)C(C)C(=O)NC2CCCCC2)cc1OC (stereo not given)	10	0.8	-4	-11	-34	-2	-0.1	-4	-3
Cc1ccc(CN2CC(C(=O)NCCCSc3ccccc3)CC2=O)cc1 (stereo not given)	20	-3.6	2	-3	-55	5	-3.0	6	2
CC(OC(=O)c1ccc(Cl)c(S(=O)(=O)Nc2ccc(F)cc2)c1)C(=O)NC(N)=O (stereo not given)	-4	-3.4	2	-8	-13	-2	-3.5	-2	0
CC(OC(=O)COc1ccccc1[N+](=O)[O-])C(=O)Nc1ccc(N2CCOCC2)cc1 (stereo not given)	24	-4.2	-3	-12	-4	-3	-3.5	1	-4
O=C(c1cc(F)ccc1F)C1CCCN(C(=O)c2cccs2)C1 (stereo not given)	-1	-0.8	0	6	-11	0	-1.2	1	-6
CCn1cc(C(=O)NCc2ccccc2Cl)cn1	-16	-2.2	3	1	-2	1	-1.0	4	1
COc1ccc(OC(C)C(=O)N2CCCc3ccccc32)cc1 (stereo not given)	10	-1.6	4	11	-20	-3	-0.4	-2	2
COc1ccc(CSc2nc(C)cc(=O)[nH]2)cc1Br	-17	-0.7	0	4	-6	4	0.0	-8	4
c1n[nH]c(NC2=NCCC2)n1	-7	-4.5	-1	-4	-3	4	-0.8	0	4
O=C1CN(C(=O)c2ccccc2C(=O)O)c2ccccc2N1	10	0.7	1	-11	3	-1	-2.4	-11	5
CCc1cc(=O)oc2c(C)c(OCC(=O)N3CCC[C@@H]3C(=O)O)ccc12	18	23*	5	6	-7	3	-2.1	12	7
O=C(NCCNC(=O)c1cc(Cl)ccc1Cl)c1ccccn1	4	0.2	1	9	-3	0	-2.7	-12	2
NC(=O)C1CCN(C(c2ccccc2Cl)c2nnnn2CC2CCCO2)CC1 (stereo not given)	-6	-2.1	-5	0	-5	6	-4.1	-3	-3
O=C(CNC(=O)N1CC(=O)Nc2ccccc21)NCCc1cccc(F)c1	3	1.5	2	1	-18	8	-0.9	0	-7
CCN(C(=O)c1ccc(Cl)cc1[N+](=O)[O-])c1ccccc1C	-4	-1.1	3	8	-6	-2	-1.1	4	-1
CCCN1CCN(C(=O)c2ccc(CS(=O)c3ccc(Cl)cc3)o2)CC1 (stereo not given)	-2	-3.1	2	-8	-18	2	0.0	14	7
COC(=O)CSc1nc(SCc2ccccc2Cl)nc2c1CCCC2	-14	-2.3	4	-18	-3	-2	-2.5	4	0
COc1cccc(NC(=O)N2CCN(c3nnnn3-c3ccccc3)CC2)c1	20	1.4	2	-1	-17	-5	-0.7	24	-1
COc1ccc(C(=O)CSc2nc3ccc([N+](=O)[O-])cc3[nH]2)cc1	2	-0.8	1	-12	9	4	-3.1	-8	-9
COC(=O)c1cc(NC(=O)CC2NCCNC2=O)cc(C(=O)OC)c1 (stereo not given)	15	-4.4	4	3	-5	3	-2.8	4	7
COc1cc(CCCN2C(=O)C(=O)NC[C@@H]2CCCCN)cc(OC)c1OC	21	/	-2	-10	/	5	/	/	/
Cc1cc(Nc2nc3ccccc3nc2Cl)n(-c2ccccc2C)n1	9	-2.2	1	-2	-23	4	-2.7	-4	0
CCCCC1(C(=O)OCC)CC(CN2CCOCC2)OC1=O (stereo not given)	-2	/	4	-2	/	0	/	/	/
c1ccc(CNc2c3c(nc4ncnn24)CCC3)cc1	-3	1.7	6	6	-6	5	-0.5	3	-4
Cc1ccc(CSc2nc3ccccc3c(=O)n2Cc2ccco2)cc1	12	-3.4	3	-5	-6	0	-1.9	7	-9
CN(C)C(CNC(=S)Nc1ccccc1)c1cccnc1 (stereo not given)	-3	-2.2	7	2	-3	0	-1.6	0	0
Cc1ccc(CN(c2ccc(C(=O)NCc3cccnc3)cc2)S(C)(=O)=O)cc1	9	-4.9	3	-3	-26	3	-3.8	0	-3
Cc1ccc(OCCOc2ccc(Br)cc2)c([N+](=O)[O-])n1	6	-2.9	1	0	6	0	0.1	-17	2
CC(C)CNC(=O)CO/N=C/c1ccccc1Cl	4	1.8	0	-35	2	-4	0.1	-7	-1
C=CCSc1nc(=O)n2ccc(C)cc2n1	23	-0.6	8	-2	2	9	-4.2	15	-1
CC(C)(C)NC(=O)C(c1ccccc1)N(Cc1cccs1)C(=O)c1csnn1 (stereo not given)	19	1.8	-5	-10	-28	0	1.5	7	12
O=C1CC(c2ccccc2Cl)Cc2c1cnn2-c1nc2ccccc2s1 (stereo not given)	9	0.1	1	-14	-4	/	-2.7	7	-6
O=C(NCC1CCCO1)C1CCN(c2ccc(S(=O)(=O)N3CCCC3)cc2)CC1 (stereo not given)	-6	-4.0	6	-7	-15	11	-3.0	2	-6
O=C(N/N=C/c1cccc(C(F)(F)F)c1)c1ccc(O)cc1	8	-1.8	4	-9	-4	4	-0.9	5	-6
CC1CCN(CCOCCOc2ccccc2-c2ccccc2)CC1	5	-1.4	5	6	13	5	-2.2	-19	-2
COC(=O)c1nn(-c2ccccc2)c(Sc2ccccc2)c1/C=N/O	5	-1.9	10	-1	-18	0	-2.1	-1	5
CCOC(=O)C1(Cc2cccc(F)c2)CCN(C(=O)c2ccoc2C)CC1	11	-2.1	4	8	-39	0	-3.9	11	-3
Cn1c(=O)oc2cc(S(=O)(=O)N3CCc4ccccc43)ccc21	10	-1.3	2	-30	-4	-3	-4.0	-5	1
Cc1c(Cl)cccc1NC(=S)NC1CCN(C(C)C)CC1	10	-0.5	3	-8	1	3	-0.6	-3	-11
O=C(CN(C(=O)Cn1nnc(-c2ccccc2F)n1)c1cnc2ccccc2c1)NCC1CCCO1 (stereo not given)	15	-0.7	-3	-17	-30	5	-1.6	-7	-1
